D2 agonist: activates the human D2 dopamine receptor; P14416; HEK293 T-REx D2 cells, calcium flux agonist mode; activation, % at 2 µM; actives 0.53% (n = 340,000); AID 485358;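 active = activation over 3 SD above normal in the single-dose calcium agonist read, cut at about 30% in these data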; also: 0% is about no effect
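Tetracycline-induced HEK293 Trex cells with D2 receptor force-coupled to calcium signaling, plated overnight at 30 C and loaded with no-wash calcium dye. Calcium flux read kinetically for 180 s after compound addition; responses flag agonists.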
USP1 inh: inhibitors of human USP1/UAF1 deubiquitinase. recombinant USP1/UAF1, Ub-Rhodamine cleavage fluorescence. Potency, µM (doses to about 57.1 µM), for inactives: at the highest dose activity change, negative = inhibition, most hits filed as inhibitors. actives 0.23% (n = 390,000); also: potency is read from the fitted curve at half-maximal effect; % is scaled to controls: 0 for no effect and ±100 for the full control effect; nearly all actives have a fitted effect of over 60% in size; inactives centre near -12
Target sequence (O94782 whole entry, looked up): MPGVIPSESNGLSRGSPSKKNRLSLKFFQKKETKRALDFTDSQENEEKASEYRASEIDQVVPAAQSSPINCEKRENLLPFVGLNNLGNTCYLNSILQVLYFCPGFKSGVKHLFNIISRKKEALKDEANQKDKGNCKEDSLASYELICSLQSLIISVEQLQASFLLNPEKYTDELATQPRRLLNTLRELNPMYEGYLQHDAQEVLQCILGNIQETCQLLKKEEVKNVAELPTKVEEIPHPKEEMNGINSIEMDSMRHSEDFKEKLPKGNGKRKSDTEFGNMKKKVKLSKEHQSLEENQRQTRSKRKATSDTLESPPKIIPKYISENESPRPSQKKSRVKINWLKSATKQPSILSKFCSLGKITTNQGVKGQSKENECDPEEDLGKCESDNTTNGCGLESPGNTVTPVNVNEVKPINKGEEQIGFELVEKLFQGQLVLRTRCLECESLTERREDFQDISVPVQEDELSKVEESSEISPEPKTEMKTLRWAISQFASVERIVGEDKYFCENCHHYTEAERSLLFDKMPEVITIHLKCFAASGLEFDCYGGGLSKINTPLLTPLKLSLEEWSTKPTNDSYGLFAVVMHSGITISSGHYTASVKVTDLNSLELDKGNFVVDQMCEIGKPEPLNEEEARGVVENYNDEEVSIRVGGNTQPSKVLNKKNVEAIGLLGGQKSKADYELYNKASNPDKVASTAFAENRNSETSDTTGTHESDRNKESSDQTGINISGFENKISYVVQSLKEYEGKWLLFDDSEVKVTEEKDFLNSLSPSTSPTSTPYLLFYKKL
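In this screen, compounds sit with the deubiquitinase complex (1nM) for 15 min at room temperature before Ub-Rho is added at 150nM final. Fluorescence rise is then followed for 6 reads every 60 seconds.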
TrxR1 substrate: substrates of rat thioredoxin reductase 1 | O89049 | purified TrxR1 substrate turnover, NADPH consumption readout | Potency, µM (titrated, usually from 114 µM), for inactives: at the top dose activity change, negative = substrate turnover | actives 0.01% (n = 390,000) | AID 588456; also: potency is read from the fitted curve at half-maximal effect; % is scaled to controls: 0 for no effect and ±100 for the full control effect; nearly all actives have a fitted effect of over 50% in size
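Rat TrxR1, dispensed at 90 nM, was prereduced with 400 uM NADPH (final) for 5 min at ~22 deg C, then incubated with compound 15 min before 400 uM selenite. A first-read NADPH fluorescence drop versus no-compound background flagged substrates.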
IDH1 R132H inh: inhibitors of human mutant IDH1 R132H; IDH1-R132H enzyme, NADPH consumption, diaphorase/resazurin fluorescence; Potency, µM (series often up to 76.6 µM), for the others: at the top dose activity change, negative = inhibition, actives largely listed as inhibitors; actives 0.093% (n = 390,000); AID 602179; also: potency is read from the fitted curve at half-maximal effect; % is scaled to controls: 0 for no effect and ±100 for the full control effect; nearly all actives have a fitted effect of over 65% in size
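IDH1-R132H (0.5 ug/mL) preincubated 30 min with compound, then NADPH (0.016 mM) and alpha-KG (2 mM) added; 80 min at RT, pH 7.5. Remaining NADPH coupled via diaphorase/resazurin to fluorescence (540/590 nm); concentration-response curves normalized to no-enzyme control.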
D2 antagonist: antagonizes the human D2 dopamine receptor; actives 2% (n = 340,000); HEK293 TREx D2 cells, calcium flux, dopamine EC80; inhibition, % at 10 µM; AID 485344; P14416; in the data active = inhibition above about 30%; also: 0% is about no effect
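Cells plated overnight at 30 C with tetracycline; no-wash calcium dye, 30–90 min RT; 10 s baseline; compound pinned; 180 s read; EC80 dopamine added; another 180 s read.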
TRHR enhancer: TRH receptor (human) allosteric enhancement; P34981; TRHR cells, fluo-8 calcium fluorescence, EC20 TRH enhancement; enhancement, % at 2 µM; actives 0.66% (n = 360,000); in the data active = enhancement above about 30%; also: 0% is about no effect
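TRHR-expressing cells loaded with fluo-8 calcium dye were read kinetically (ex 480/em 530) during compound addition, then stimulated with an EC20 of TRH (10 nM final). Enhancement of the Gq-mediated intracellular calcium response was scored.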
rTrxR1 inhibitor: blocks rat thioredoxin reductase 1; Potency, µM (top dose mostly 114 µM), for inactives: at the top dose activity change, negative = inhibition, usual class: inhibitors; O89049; actives 1% (n = 390,000); recombinant rTrxR1, NADPH fluorescence consumption, selenite substrate; also: potency is read from the fitted curve at half-maximal effect; % is scaled to controls: 0 for no effect and ±100 for the full control effect; nearly all actives have a fitted effect of over 65% in size
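Rat TrxR1 (90 nM in the dispensed reagent) was pre-reduced with 400 uM NADPH for 5 min at room temperature, then incubated with compound for 15 min. After 400 uM selenite was added, NADPH fluorescence (Ex 340/Em 450 nm) was followed for 8 min.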
PI4K2A inh: PI4K2A (human) kinase inhibition. Q9BTU6. purified PI4K2A, ADP-Glo luminescence, 1 h; stronger effect = lower value. activity change, negative = inhibition, % at 76.9 µM. actives 0.13% (n = 420,000); in the data active = activity change below about -50%; inconclusive = mostly about -30% to -49%;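 also: -100% = wells without enzyme as full effect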
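In this quantitative HTS, ADP production by PI4K2A was quantified luminescently after 1 h at ambient temperature; 100 microM adenosine served as plate-quality control.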
TRHR agonist: TRH receptor (human) agonism; P34981; TRHR cells, calcium flux fluo-8, FDSS agonist mode; activation, % at 2 µM; actives 0.18% (n = 360,000); in the data active = activation above about 30%; also: 0% is about no effect
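In this calcium-flux screen, cells bearing human TRHR are dye-loaded with fluo-8, baselined for 10 cycles, then exposed to library compounds; positive kinetic calcium responses during the agonist phase mark hits, with TRH as control.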
* = called active by the depositor; ? = inconclusive; · = no result given; & = joins results of further samples; [ ] = another dose, or the depositor's remark. Unless noted, calls follow the shape of the dose curve; as a rule, active = well fitted inhibition curve with a large enough effect; inconclusive = small, poorly fitted or top-dose-only effect; inactive = no such curve, though single readings can be large or run the other way.

SMILES | D2 agonist | USP1 inh | TrxR1 substrate | IDH1 R132H inh | D2 antagonist | TRHR enhancer | rTrxR1 inhibitor | PI4K2A inh | TRHR agonist
Cc1ccc(Cn2cc(C(=O)NN)c(=O)c3ccc(F)cc32)cc1 | · | -9.8% | -11.4% | -13.3% | · | 2.1 | -5.6% | -1.9 | 0.5
CCn1cc(CN(C)C(=O)CSc2nc(-c3ccco3)cc(C(F)(F)F)n2)c(C)n1 | · | -3.9% | 12.1%[57.1 µM] | 9.0% | · | · | ? | -1.4 | ·
CC(C)N(C(=O)CSc1nc2ccc(Cl)cc2[nH]1)c1ccccc1 | -1.0 | -3.9% | 1.7% | · | · | -1.2 | -0.6% | -0.9 | -1.0
COc1ccc(OC)c(-c2cn(S(=O)(=O)c3ccccc3)nc2N)c1 | 0.1 | -5.4% | 10.7% | 2.6% | -4.1 | 0.5 | 42.1% | -6.7 | -1.5
COc1ccc(OC)c(/C=C/C(=O)OCC(=O)NC2CCCCCCC2)c1 | 0.1 | -23.7% | 29.7% | -1.3% | -9.4 | 2.9 | 51.0%[activator] | -1.5 | -0.3
CCOC(=O)C1CCN(Cc2cc(=O)oc3cc(C)ccc23)CC1 | 14.6 | -17.9% | -1.4% | 13.9% | -11.8 | -0.7 | -12.4% | 0.4 | -0.7
NC(=O)C1CCCN(C(=O)Nc2cccc3ccccc23)C1 (stereo unspecified) | -0.4 | -11.1% | 1.3%[57.1 µM] | 4.4% | -0.4 | -8.1 | 8.6%[57.1 µM] | -24.2 | 0.0
O=C(c1ccccc1)c1cccs1 | -0.8 | -6.3% | -2.7% | 14.7% | -3.0 | -4.1 | 22.1% | 0.7 | -0.3
CN(c1ccccc1)S(=O)(=O)c1ccc(C(=O)Nc2ccncc2)cc1 | 1.9 | -8.7% | 9.1% | 0.8% | -7.7 | -2.4 | 27.5% | -9.7 | 0.7
Cc1cc(=O)[nH]c2nnc(SCc3c(F)cccc3Cl)n12 | -1.0 | -10.5% | -4.0%[57.1 µM] | 25.2% | · | 1.8 | 2.7%[57.1 µM] | -6.8 | -1.0
COc1ccccc1N(CC(O)CN1C(C)CCCC1C)S(=O)(=O)c1ccccc1 (stereo unspecified) | 0.6 | -3.2% | -5.8% | -1.2% | -23.1 | 0.9 | 18.3%[57.1 µM] | -1.4 | 1.9
CC(=O)c1ccc(N2CCN(S(=O)(=O)c3cc4[nH]c(=O)c(=O)[nH]c4cc3C)CC2)cc1 | 0.5&0.5 | 3.8%&-21.1% | 1.4%[57.1 µM] | -5.0%&2.5% | 3.3 | 5.4&8.1 | -3.7%[57.1 µM] | -0.6&1.3 | -0.2&0.4
CC(C)c1ccc(NC(=O)Cc2cn(C)c3ccccc23)cc1 | -0.1 | -9.0% | -2.0%[57.1 µM] | -4.1% | 48.8* | 9.9 | 0.3%[57.1 µM] | -18.2 | 0.2
Cn1c(=NC(=O)COc2ccccc2)sc2cccc(F)c21 | 1.5 | -19.7% | 4.5% | 0.2% | 3.1 | -6.9 | 17.9% | -4.5 | 0.6
CCn1c(=O)cc(SCC(=O)NCCc2cccc(C)c2)c2ccccc21 | 0.5 | 2.7% | -0.4% | 0.0% | · | -3.0 | 12.4% | 1.0 | 0.4
Cc1cccc(/C=N/NC(=O)Cn2nnnc2N)n1 | 0.6 | 1.4% | 6.1%[57.1 µM] | 2.0% | -7.6 | 1.4 | 4.5%[57.1 µM] | -2.6 | 1.3
Cc1nn(C)c(C)c1S(=O)(=O)N1CCC(C(=O)NCC2COc3ccccc3O2)CC1 (stereo unspecified) | 1.9 | -16.4% | 7.2%[57.1 µM] | -12.0% | 9.6 | 3.7 | 11.6%[57.1 µM] | -2.3 | 0.3
OCCN1CCN(C(=S)c2ccc(Cl)cc2)CC1 | 0.2 | 2.7% | 3.4%[57.1 µM] | 7.1% | -2.7 | -1.7 | -1.0%[57.1 µM] | -4.7 | 0.1
CCN(CC)C(=O)Cn1cnc([N+](=O)[O-])n1 | 0.9 | ? | 10.2% | 0.4% | -5.2 | 7.6 | 19.6% | 0.2 | -0.4
CNC(=O)C1=C(C)NC(=S)NC1c1cccs1 (stereo unspecified) | 0.4 | -14.8% | 0.0% | 3.6% | -3.4 | -0.9 | 1.0% | -1.1 | 0.6

Quoted at random: 2 records from the list.
SMILES | D2 agonist | USP1 inh | TrxR1 substrate | IDH1 R132H inh | D2 antagonist | TRHR enhancer | rTrxR1 inhibitor | PI4K2A inh | TRHR agonist
CC(=O)c1ccc(N2CCN(S(=O)(=O)c3cc4[nH]c(=O)c(=O)[nH]c4cc3C)CC2)cc1 | 0.5&0.5 | 3.8%&-21.1% | 1.4%[57.1 µM] | -5.0%&2.5% | 3.3 | 5.4&8.1 | -3.7%[57.1 µM] | -0.6&1.3 | -0.2&0.4
OCCN1CCN(C(=S)c2ccc(Cl)cc2)CC1 | 0.2 | 2.7% | 3.4%[57.1 µM] | 7.1% | -2.7 | -1.7 | -1.0%[57.1 µM] | -4.7 | 0.1

Further compounds follow:
SMILES | D2 agonist | USP1 inh | TrxR1 substrate | IDH1 R132H inh | D2 antagonist | TRHR enhancer | rTrxR1 inhibitor | PI4K2A inh | TRHR agonist
COc1ccc(NC(=O)Cn2nnc(C(=O)Nc3ccc(F)c(Cl)c3)c2N)cc1OC | 0.3&0.6 | 0.8%&-23.8% | 1.9%&-2.5% | 3.7%&-5.2% | -3.9 | 1.5&11.0 | 13.4%&12.8% | -0.5&1.4 | 0.8&1.4
COc1cccc(CN2C(=O)N(c3ccc(C)cc3)C(=O)C2CC(=O)Nc2cc(OC)cc(OC)c2)c1 (stereo unspecified) | 1.5 | -9.4% | 0.0% | 9.8% | · | -5.2 | 34.4% | -0.5 | 0.4
CC(=O)c1cccc(NC(=S)NC(=O)c2cccc(Cl)c2)c1 | 0.1 | -9.2% | 13.9% | 4.1% | 4.5 | 5.9 | ? | -3.0 | 0.1
COC(=O)C1=C[C@@H](C(=O)OC)[C@@H]2C3=C(C(=O)C2(C)C)[C@H](c2ccccc2)[C@@H]2C(=O)N(C)C(=O)[C@@H]2[C@@H]3C1 | · | -9.3% | 0.2%&-2.6% | 1.1% | · | · | -14.3%&-24.7% | -3.2 | ·
Cc1cc(C)c(N=C2CCCN2Cc2ccccc2)c(C#N)c1 | · | -8.0% | -6.9% | 16.1% | · | -5.9 | 0.6% | 3.8 | 0.2
CCCCN(Cc1ccccc1)C(=O)C1CCCN(S(=O)(=O)c2cnc[nH]2)C1 (stereo unspecified) | -0.7 | ? | 1.0% | 1.9% | 21.6 | -17.5 | 10.0% | -1.4 | 0.0
Cc1ccccc1Nc1nc(N)nc(COC(=O)C2CCCCC2)n1 | 2.5 | -23.1% | -5.0% | -0.1% | 7.8 | -6.6 | -5.2% | 3.6 | 0.6
CC1CCC(NC(=O)c2ccc3c(c2)N(Cc2ccccc2F)C(=O)c2ccccc2S3(=O)=O)CC1 (stereo unspecified) | 0.9 | -21.9% | 3.5% | -4.9% | · | 6.8 | 30.1% | 2.5 | 0.3
CCOc1cccc(-c2cc(-c3n[nH]c(=S)n3CC)c3ccccc3n2)c1 | -0.1 | -9.6% | -3.0% | 0.7% | 26.4 | 0.9 | -12.2% | 0.8 | -1.2
O=C(CCCOc1ccccc1)NCCc1nc2ccccc2[nH]1 | 0.2 | -15.4% | 4.5%[57.1 µM] | 3.3% | 16.4 | 2.6 | 14.5%[57.1 µM] | -3.7 | -0.8
CCn1c(-c2cc(-c3cc(C)ccc3C)nc3ccccc23)n[nH]c1=S | 0.8 | -10.6% | -8.0% | 5.0% | -3.9 | -4.0 | -10.6% | 0.8 | -0.5
COC(=O)c1ccc(-c2n[nH]c(=O)c3ccccc23)cc1 | 1.3 | -3.5% | -7.5% | 2.2% | 0.8 | 3.9 | -12.1% | -2.2 | 0.2
COC(=O)CCCC1=CC2=CC(=O)C(C)(OC(=O)c3cccs3)C(=O)C2=CN1CCCCO (stereo unspecified) | 0.0 | ? | 2.5%[57.1 µM] | 1.6% | -12.4 | -3.5 | 10.7%[57.1 µM] | -11.4 | 0.2
Cc1ccc2nc3c(cc(C#N)c(=O)n3-c3nnc(SCc4ccccc4Cl)s3)c(=O)n2c1 | 1.6 | 11.6% | 11.7% | · | · | -6.0 | -6.9% | -3.0 | -0.6
CN1C(=O)CC(=O)N(C)c2cc(S(=O)(=O)N(C)Cc3ccccc3)ccc21 | 0.0 | -21.1%&0.2% | 5.5%&4.2% | -4.3%&0.0% | 0.9 | -3.2&-2.6 | 16.2%&11.8% | -0.5&-2.9 | -0.1&-0.3
COc1ccc(OC)c(-c2csc(NC(=O)CSCC(=O)Nc3cc(C)on3)n2)c1 | 0.0 | -22.9% | -3.5% | 6.7% | -19.4 | 7.5 | 6.7% | -2.5 | -3.0
CCc1nc(SCC(=O)Nc2cc(C)on2)c2c(=O)n(C)c(=O)n(C)c2n1 | 0.3 | -8.2% | 5.0%[57.1 µM] | 1.1% | -6.6 | -2.8 | 24.9%[57.1 µM] | -3.5 | 0.1
CC(C)c1ccc(CN(C(=O)c2cc3ccccc3oc2=O)C2CCS(=O)(=O)C2)cc1 (stereo unspecified) | 0.1&0.0 | -11.1% | 1.1% | -6.8%&4.6% | -11.7 | 1.6&-4.4 | 10.9%&20.3% | 2.1&1.8 | -0.6&-0.1
CC(=O)Nc1ccc(NC(=O)CC(NC(=O)c2ccccc2)c2ccccc2)cc1 (stereo unspecified) | -1.5 | -10.7% | -0.2% | -9.9% | -11.5 | 2.8 | 9.2% | -1.1 | -1.3
CCOC(=O)/C(C#N)=C/c1cccc(C)c1 | 0.6 | -7.6% | 0.1%[57.1 µM] | 6.9% | -20.8 | 4.6 | 9.2%[57.1 µM] | 1.4 | -1.1
CC(C)Cn1c(=O)c2c(nc3n2CCCN3CCc2ccccc2)n(C)c1=O | 0.2 | -2.4% | 8.1%[57.1 µM] | 3.5% | 2.6 | -1.4 | 11.9%[57.1 µM] | 2.7 | -0.6
Cc1cc(C(F)(F)F)nc(SCC(=O)c2cccc([N+](=O)[O-])c2)n1 | 1.3 | -0.9% | -12.2% | 6.4% | -4.1 | -2.2 | 6.0% | 1.2 | -0.5

Assay outcomes as filed in PubChem.
